Gal4-VP16 FLuc: VP16 counterscreen qHTS for inhibitors of ROR gamma transcriptional activity; Drosophila S2 Gal4-VP16 UAS-luciferase, luminescence, 20 h; Potency, µM (series often up to 53.6 µM), for inactives: at the highest dose activity, negative = inhibition, hits mostly inhibitors; hit rate 3.5% among 310,000; AID 2546, 2010;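 also: Gal4-VP16 expression switched on by copper sulfate through the metallothionein promoter; potency is read from the fitted curve at half-maximal effect; % is scaled to controls: 0 for no effect and ±100 for the full control effect; nearly all actives have a fitted effect of over 50% in size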
ELG1 genotoxic: qHTS screen for small molecules that induce genotoxicity in human embryonic kidney (HEK293T) cells expressing luciferase-tagged ELG1; HEK293T ELG1-luciferase reporter, luminescence, 16 h; Potency, µM (highest dose often 46 µM), for inactives: at the highest dose activity change, positive = activation, usual class: activators; hit rate 1.3% among 330,000; also: potency is read from the fitted curve at half-maximal effect; % of control where 0% means no effect; nearly all actives have a fitted effect of over 60% in size
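Luminescence read-out: rising ELG1-luciferase signal, reflecting elevated ELG1 protein under genetic stress, flags genotoxic compounds. Cells were treated for 16 hr at 37 °C before ONE-Glo detection.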
BRCA1 expr up: qHTS Assay to Identify Small Molecule Activators of BRCA1 Expression. hit rate 1.1% among 380,000. Potency, µM (highest dose often 46.1 µM), without a hit: at the top dose activation, actives largely listed as activators. MCF7-BRCA1-FFLuc reporter, luminescence, 48 h; response scale: scaled: vehicle 0%, 10 µM genistein 100%. AID 624202, 2012; also: potency is read from the fitted curve at half-maximal effect; nearly all actives have a fitted effect of over 80% in size; some results filed as inactive show a strong effect at the top dose
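MCF7-BRCA1-FFLuc, 2000 cells/well; 2 h attach, 37 °C/5% CO2; compound 48 h; luciferase substrate 15 min; luminescence end-point. Norm. to genistein 10 microM max activation and DMSO; concentration-response curves fitted.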
RORgamma inh: qHTS for inhibitors of ROR gamma transcriptional activity | Nuclear receptor ROR-gamma (Mus musculus), P51450 | Drosophila S2 Gal4-RORgamma UAS-luciferase reporter, 20 h | Potency, µM (highest dose often 53.6 µM), inactives show at the highest dose activity change, negative = inhibition, usual class: inhibitors | hit rate 5.4% among 310,000; also: potency is read from the fitted curve at half-maximal effect; % is scaled to controls: 0 for no effect and ±100 for the full control effect; nearly all actives have a fitted effect of over 60% in size
Target sequence (P51450 whole entry, looked up, the tested form may be a part): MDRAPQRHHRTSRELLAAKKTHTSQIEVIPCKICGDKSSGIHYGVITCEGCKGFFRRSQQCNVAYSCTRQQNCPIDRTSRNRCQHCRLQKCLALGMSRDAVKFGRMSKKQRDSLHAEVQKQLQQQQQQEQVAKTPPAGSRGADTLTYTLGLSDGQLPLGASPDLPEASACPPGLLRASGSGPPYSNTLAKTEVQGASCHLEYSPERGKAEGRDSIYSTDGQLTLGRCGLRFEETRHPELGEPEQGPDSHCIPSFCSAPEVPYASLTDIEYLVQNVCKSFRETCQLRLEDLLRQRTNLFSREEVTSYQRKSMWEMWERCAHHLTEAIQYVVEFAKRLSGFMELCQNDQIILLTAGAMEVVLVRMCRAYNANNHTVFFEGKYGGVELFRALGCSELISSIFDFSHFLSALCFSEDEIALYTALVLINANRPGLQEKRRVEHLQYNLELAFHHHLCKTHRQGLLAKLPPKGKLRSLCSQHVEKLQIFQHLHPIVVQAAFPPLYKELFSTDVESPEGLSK
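Read-out: Photinus luciferase luminescence; inhibitors lower reporter signal. Insect Schneider cells with Gal4-ROR gamma fusion under metallothionein promoter, UAS reporter; 700 uM final copper sulfate induction, 20 hr, ambient temperature.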
Tb PFK inh: qHTS Assay to Find Inhibitors of T. brucei phosphofructokinase. T. brucei PFK, ADP-Glo luminescence. Potency, µM (highest dose often 57.5 µM), for the others: top-dose activity, negative = inhibition, hits mostly inhibitors. hit rate 0.17% among 330,000;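 also: potency is read from the fitted curve at half-maximal effect; 0% = uninhibited 1x PFK enzyme wells and -100% = no-enzyme wells; nearly all actives have a fitted effect of over 60% in size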
Target sequence (O15648 whole entry, looked up): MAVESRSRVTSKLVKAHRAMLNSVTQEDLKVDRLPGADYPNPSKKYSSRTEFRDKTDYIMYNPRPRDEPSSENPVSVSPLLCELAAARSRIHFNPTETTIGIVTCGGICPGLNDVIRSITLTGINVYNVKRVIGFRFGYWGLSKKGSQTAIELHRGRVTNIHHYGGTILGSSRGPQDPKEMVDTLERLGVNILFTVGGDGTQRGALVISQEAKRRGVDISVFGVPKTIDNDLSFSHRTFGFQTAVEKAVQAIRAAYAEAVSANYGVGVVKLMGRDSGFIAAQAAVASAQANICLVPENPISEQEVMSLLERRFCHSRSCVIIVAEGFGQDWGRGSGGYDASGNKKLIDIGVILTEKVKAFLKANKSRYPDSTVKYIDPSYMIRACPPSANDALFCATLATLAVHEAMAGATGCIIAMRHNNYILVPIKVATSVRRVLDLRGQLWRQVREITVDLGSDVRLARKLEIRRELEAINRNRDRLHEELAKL
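ADP-Glo luminescence quantified ADP after 45 min at room temperature, with 1.25 nM T. brucei PFK, 0.1 mM ATP and 0.5 mM fructose-6-phosphate in pH 8.0 TEA buffer. qHTS titrations up to 57 µM; curves classified by quality.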
ELG1 repair inh: qHTS screen for small molecules that inhibit ELG1-dependent DNA repair in human embryonic kidney (HEK293T) cells expressing luciferase-tagged ELG1 | HEK293T ELG1-luciferase reporter, luminescence, 16 h; DNA damage induced by 5-fluorouridine | Potency, µM (titrated, usually from 46.1 µM), without a hit: at the highest dose activity change, negative = inhibition, most hits filed as inhibitors | hit rate 2.3% among 330,000; also: potency is read from the fitted curve at half-maximal effect; % is scaled to controls: 0 for no effect and ±100 for the full control effect; nearly all actives have a fitted effect of over 55% in size
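Step one: seed 2,000 cells per well. Step two: pin-transfer compound or DMSO alongside 5-fluorouridine. Step three: incubate 16 hr, 37 °C, 5% CO2. Step four: add ONE-Glo, wait 30 min, read luminescence.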
FLuc modulator: qHTS profiling assay for firefly luciferase inhibitor/activator using purifed enzyme and Km concentrations of substrates (counterscreen for miR-21 project); Potency, µM (doses to about 57.5 µM), for the others: top-dose activity change, negative = inhibition, most hits filed as inhibitors; AID 588342, 2011; hit rate 6.9% among 360,000; purified FLuc, Km substrates, luminescence inhibition;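 also: potency is read from the fitted curve at half-maximal effect; plate controls were vehicle for no effect and reference inhibitor for full effect; nearly all actives have a fitted effect of over 55% in size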
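Purified P. pyralis luciferase (10nM final) with 10uM D-luciferin and 10uM ATP (Km levels) in 50mM Tris acetate pH 7.5, 10mM Mg acetate, 0.01% Tween-20, 0.05% BSA; qHTS 6-point titration, ~60 µM downward; luminescence read.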
NPC1 promoter act: qHTS Assay for NPC1 Promoter Activators. Huh7 NPC1 promoter luciferase reporter, 24 h. Potency, µM (titrated, usually from 9.22 µM), without a hit: at the top dose activation, usual class: activators. hit rate 2.4% among 320,000. AID 485313, 2010;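 also: potency is read from the fitted curve at half-maximal effect; % of control where 0% means no effect; nearly all actives have a fitted effect of over 60% in size; reporter is driven by a mutant NPC1 promoter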
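Stably transfected Huh7 (NPC1 promoter→luciferase), 1500 cells/well in Opti-MEM + 10% FBS, 2 h settle, then compound 24 h at 37 °C. Luminescence after 10 min with Amplite reagent.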
Rab9 promoter act: qHTS Assay for Rab9 Promoter Activators; Huh7 Rab9 promoter-luciferase reporter, luminescence, 24 h; Potency, µM (top dose mostly 9.22 µM), for the others: at the highest dose activation, negative = inhibition, most hits filed as activators; hit rate 2.8% among 320,000; AID 485297, 2010; also: potency is read from the fitted curve at half-maximal effect; % of control where 0% means no effect; nearly all actives have a fitted effect of over 60% in size
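Huh7 cells stably carrying Rab9 promoter–luciferase reporter, plated 1500 cells/well, compound added after 2 h and incubated 24 h at 37 °C; luciferase luminescence then read after 10 min with detection reagent.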
p53 reactivator: qHTS assay for re-activators of p53 using a Luc reporter. H1299 p53-A138V BP100-luciferase reporter, luminescence, 24 h. Potency, µM (highest dose often 92.2 µM), inactives show at the highest dose activity change, positive = activation, hits mostly activators. hit rate 0.063% among 320,000; also: potency is read from the fitted curve at half-maximal effect; % of control where 0% means no effect; nearly all actives have a fitted effect of over 45% in size
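H1299 (p53-null), stable ts p53-A138V + BP100-Luc; 1000 cells/well, Opti-MEM/10% FBS; cpd 4 pt, 1:5; 24 h, 37 deg C, 5% CO2; detection reagent 10 min RT; luminescence.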
TRPV1 ag: HTS Assay for Compounds that Act as Agonists of the Vanilloid Receptor 1. Transient receptor potential cation channel subfamily V member 1 (Homo sapiens), Q8NER1. TRPV1-expressing cells, Fluo-8 calcium influx, agonist mode. activation, % at 8.33 µM. hit rate 0.19% among 320,000. AID 540275, 2011; in the data active = activation above about 80%; inconclusive = between about 30% and that limit; also: 0% is about no effect
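Cells expressing TRPV1 were dye-loaded with Fluo-8 and read kinetically: 10 s baseline, 3 min after compound (agonist portion), then 2 min after EC20 capsaicin (allosteric enhancer portion). Calcium-bound dye fluorescence at 480/520 nm.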
The depositor's hits bear a star; ? = inconclusive; / = not tested or not shown; [ ] = remark or other dose. Unless noted, calls follow the shape of the dose curve; as a rule, active = well fitted curve in the direction sought with a large enough effect; inconclusive = small, poorly fitted or top-dose-only effect, or another doubt; inactive = no such curve, though single readings can be large; an effect the other way counts as inactive or inconclusive.

Sequence of screens – Gal4-VP16 FLuc	ELG1 genotoxic	BRCA1 expr up	RORgamma inh	Tb PFK inh	ELG1 repair inh	FLuc modulator	NPC1 promoter act	Rab9 promoter act	p53 reactivator	TRPV1 ag
- CCOC(=O)CSC(=S)NC(=O)c1ccc(OC)cc1
  17%	-2%	-2%	-10%	2%	1%	?	0%	2%	4%	0
- COc1cc(NC(=O)Cc2ccccc2)ccc1NC(=O)c1ccco1
  5%	7%	43%	40%	0%	20%	-4%	6%	1%	?	?
- COc1ccccc1C(=O)NC(CCSC)C(=O)OC(C)C(=O)NC1CC1 (centres undefined)
  /	-1%	2%	/	0%	4%	3%	3%	1%	-2%	2
- Cc1sc(NC(=O)Cn2c(=O)oc3ccccc32)nc1-c1ccc(Cl)cc1
  -11%	0%	-9%	37%	0%	-13%	0%	-5%	-1%	-11%	6
- Cc1cc(C)nc(SCc2cn3ccccc3n2)n1
  9%	-5%	20%	-25%	0%	0%	?	16%	18%	1%	3
- COCCCn1c(SCC(=O)NCc2ccccc2)nc2ccccc2c1=O
  -7%	-2%	2%	11%	-5%	-23%	6%	-10%	0%	-19%	3
- CC(=O)Nc1ccc(N2CCN(c3ccc(C(F)(F)F)cn3)CC2)nc1
  14%	-5%	-5%	?	7%	-27%	5%	23%	4%	3%	3
- COc1ccccc1C(=O)NC(=O)COC(=O)c1ccc(C)o1
  /	-6%	-6%	/	-4%	0%	4%	-4%	0%	1%	-1
- S=C(NCC1(c2ccccc2)CCCC1)Nc1ccccc1
  6.3µM*	-6%	-20%	1.6µM*	0%	?	-2%	-9%	-13%	-1%	?
- CCC(Sc1nc2n[nH]c(C)c2c(=N)n1-c1ccc(C)c(Cl)c1)C(=O)N1CCOCC1 (centres undefined)
  /	-11%	-33%	24%[0.365 µM]	0%	?	1%	-5%	-5%	-26%	16
- Cc1cc(C)nc(/N=C(/NC(=O)Nc2ccc(Cl)c(Cl)c2)Nc2cccc(Cl)c2)n1
  4%	0%	-4%	-8%	-1%	4%	1%	-2%	2%	-14%	1
- C#CCNC(=O)C1=C[C@H](c2ccc3c(c2)OCO3)C[C@H](OCc2ccc(CO)cc2)O1
  4%	9%	17%	30%	-6%	8%	-1%	1%	1%	-2%	-3
- C/C(=N/NC(N)=S)c1ccc(Br)s1
  5µM*	-7%	-2%	1.1µM*	-7%	-2%	-4%	-4%	-14%	-2%	-1
- COC(=O)COc1ccc(S(=O)(=O)Nc2ccc(NC(C)=O)cc2)cc1C
  -5%[0.365 µM]	-1%	2%	-19%	0%	16%	3%	-5%	1%	4%	0
- O=C(Nc1cccc(F)c1)Nc1ccc2c(c1)CCC2
  ?	?	2µM*	?	-1%	?	3.4µM*	2.5µM*	2.5µM*	19%	?
- COc1cc(C(=O)Nc2ccc(C(=O)O)cc2)ccc1OC(C)=O
  4%	-8%	-7%	-9%	3%	6%	?	-5%	-2%	3%	-3
- Nc1nc(CSc2nc3ccccc3[nH]2)nc(N2CCOCC2)n1
  -12%	0%	-9%	22%	-1%	-13%	-10%	2%	-5%	-5%	7
- O=C(Cc1cccs1)Nc1ccccc1
  5%	4%	19%	-27%	3%	25%	-17%	11%	11%	/	3
- Clc1cc(Br)ccc1OCCCNCc1ccccc1
  -7%	-5%	-53%	-8%	-3%	-9%	-19%	-1%	-4%	15%	10
- COCC(=O)Nc1c(C(=O)Nc2ccc3c(c2)OCCO3)oc2ccccc12
  -19%	3%	?	?	1%	?	/	1.4µM*	1.1µM*	?	7
- O=C(CN1C(=O)NC2(CCCCCCC2)C1=O)Nc1ccc(Cl)cc1
  /	-2%	-2%	/	3%	3%	-1%	-14%	-13%	-19%	17
- CCOP(=O)(OCC)c1nc(-c2ccccc2)oc1N1CCCCC1
  -2%	0%	-6%	0%	-3%	4%	1%	-3%	2%	0%	?
- COc1ccc(-c2cc(Cl)cc3c(=O)c4ccccc4n(C)c23)cc1F
  -2%	-2%	-4%	14%	2%	-8%	1%	-6%	0%	11%	-2
- CCOC(=O)c1ccc(NC(=O)c2nc[nH]c2C(=O)N[C@H](C)c2ccccc2)cc1
  7.1µM*	-7%	-36%	2.8µM*	-3%	?	-6%	1%	-8%	-2%	-2
- CCCCN(CC)S(=O)(=O)c1c(C)[nH]c(=O)[nH]c1=O
  -8%	1%	-29%	0%	1%	-2%	-2%	-6%	-1%	1%	3
- COc1ccc2cc(C(=O)C3CCCN(C(=O)Cc4c(C)noc4C)C3)ccc2c1 (centres undefined)
  -8%	-5%	-24%	25%	0%	-24%	-19%	-5%	-8%	-3%	?
- CCn1c(=O)c2cc(C(=O)N(C)c3ccc(OC)cc3OC)sc2c2ccccc21
  3%	-7%	-11%	19%	0%	?	0%	-2%	2%	-6%	/
- COc1ccc(NC(=O)N(C)C[C@H]2Oc3ccc(NC(=O)CCN4CCOCC4)cc3C(=O)N([C@@H](C)CO)C[C@H]2C)cc1
  /	1%	-8%	/	0%	7%	/	/	/	2%	/
- Cc1cc(-n2c(C)cc(C(=O)COc3ccccc3[N+](=O)[O-])c2C)no1
  1%	6%	47%	26%	5%	-18%	?	0%	-1%	1%	-1
- COC(CNC(=O)C1CCCCC1C(=O)O)OC (centres undefined)
  -4%	-1%	-6%	-8%	0%	11%	0%	-2%	-2%	8%	1
- O=C(NCCN1CCN(Cc2ccccc2)CC1)Nc1cc(Cl)cc(Cl)c1
  -1%	-6%	-13%	2%	2%	-10%	-2%	-8%	1%	-6%	2
- COc1ccc(-c2cc3ccccc3oc2=O)cc1NC(=O)c1cccnc1
  -6%	-4%	32%	7%	-3%	0%	11µM*	-6%	7%	4%	2
- COc1cccc(Oc2nnnn2-c2ccccc2)c1
  21%	?	3%[1.84 µM]	-3%	5%	?	17µM*	?	4µM*	?	-1
- Brc1ccc(-c2csc(N/N=C/c3cccnc3)n2)cc1
  0%	-6%	31%	9%	2%	-23%	?	3%	9%	6%	7
- COc1ccc(CNC(=O)CCCn2nc([N+](=O)[O-])cc2C)cc1
  16%	-2%	3%	11%	0%	3%	2%	-25%	-1%	4%	0
- Cn1c(SCc2nn[nH]n2)nc2c1c(=O)n(Cc1ccccc1Cl)c(=O)n2C
  4%	-5%	0%	-10%	-2%	-5%	0%	-3%	-3%	-7%	0
- COc1ccc(CSc2nc(CSC)cc(N3CCOCC3)n2)cc1
  ?	0%	-11%	?	3%	0%	2%	0%	-7%	0%	7
- CCCCCn1c(=S)[nH]c2cc(C(=O)N3CCN(C(=O)OCC)CC3)ccc2c1=O
  ?	-3%	-31%	?	0%	2%	5%	-1%	0%	5%	0
- Cc1ccc2c(c1)C(=O)C(=O)N2CC(=O)Nc1ccccc1NC(=O)c1ccccn1
  -15%	1%	-49%	-26%	-5%	-11%	5%	2%	-3%	3%	-2
- CN(Cc1ccccc1)S(=O)(=O)CCNC(=O)c1ccc2c(c1)OCO2
  /	4%	0%	/	0%	8%	9%	-4%	-6%	2%	18
- O=[N+]([O-])c1ncccc1Oc1nc(-c2cccnc2)nc2ccccc12
  -17%	-1%	-50%	-28%	0%	-17%	5%	-6%	3%	1%	14
- COc1ccc(C(=O)Nc2cccc(S(=O)(=O)N3CCCC3)c2)cc1S(=O)(=O)N1CCOCC1
  /	1%	-26%	/	0%	?	/	/	/	-8%	/
- CC(=O)Nc1nc(=O)c2ccccc2s1
  ?	0%	3%	?	-5%	?	-1%	1%	3%	-7%	7
- COc1ccc(NC(=O)c2ccc(=O)[nH]c2)cc1S(=O)(=O)N1CCCCC1
  -14%	3%	/	35%	-2%	16%	-1%	-1%	2%	-5%	-1
- Cc1cc(=O)n(CC(C)C)c(O)c1C#N
  -6%	3%	-21%	1%	-1%	3%	-5%	0%	-1%	-9%	1
- O=c1c2ccccc2ncn1CCCCOc1ccc(Br)cc1
  -2%	-7%	-3%	31%	0%	-2%	-9%	-3%	0%	-3%	-3
- COC(=O)c1c(C)oc(C)c1S(=O)(=O)NCc1cccs1
  1%	-1%	18%	9%	1%	6%	0%	-4%	2%	-1%	0
